KCC2 mod: modulates chloride dependent transport by human KCC2. Q9H2X9. KCC2 cells, thallium flux FluoZin-2 fluorescence. B-score of Tl+ flux slope (higher = more flux/activation; lower = inhibition) at 10 µM. 190,000 tested, 2.2% active. AID 1456;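 active = thallium flux slope and its plate-corrected score both differing from the plate sample mean at a set confidence after two filtering rounds, in either direction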;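 also: slope of fluorescence scaled to starting intensity during 10 to 20 s after thallium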
Furin inh: human furin inhibition | purified furin, fluorogenic substrate cleavage | inhibition, % at 30 µM | 220,000 tested, 0.061% active | AID 463115; in the data active = inhibition above about 25%; also: inactives centre near -15
KLK5 inh: kallikrein 5 (human) inhibition. recombinant hK5, fluorogenic AMC substrate cleavage. inhibition, % at 5 µM. 210,000 tested, 0.59% active. AID 873;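 active = inhibition of 40% or more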;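 also: 0% = enzyme controls without compound and 100% = no-enzyme blanks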
Target sequence (Q9Y337 67-293 limits assumed): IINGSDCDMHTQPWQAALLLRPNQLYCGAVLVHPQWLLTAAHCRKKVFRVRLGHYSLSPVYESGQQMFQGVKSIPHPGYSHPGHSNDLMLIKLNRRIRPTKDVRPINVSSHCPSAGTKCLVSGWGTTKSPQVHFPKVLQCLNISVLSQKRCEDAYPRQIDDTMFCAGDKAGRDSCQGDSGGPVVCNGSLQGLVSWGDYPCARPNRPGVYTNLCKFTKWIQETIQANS
p97 ATPase inh: inhibitors of human p97 ATPase | recombinant p97 ATPase, Kinase-Glo ATP luminescence, 3 h | inhibition, % at 8 µM | 220,000 tested, 0.42% active | AID 1481; in the data active = inhibition above about 15%;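 also: 0% = DMSO vehicle and 100% = wells lacking enzyme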
Target sequence (P55072 whole entry, looked up): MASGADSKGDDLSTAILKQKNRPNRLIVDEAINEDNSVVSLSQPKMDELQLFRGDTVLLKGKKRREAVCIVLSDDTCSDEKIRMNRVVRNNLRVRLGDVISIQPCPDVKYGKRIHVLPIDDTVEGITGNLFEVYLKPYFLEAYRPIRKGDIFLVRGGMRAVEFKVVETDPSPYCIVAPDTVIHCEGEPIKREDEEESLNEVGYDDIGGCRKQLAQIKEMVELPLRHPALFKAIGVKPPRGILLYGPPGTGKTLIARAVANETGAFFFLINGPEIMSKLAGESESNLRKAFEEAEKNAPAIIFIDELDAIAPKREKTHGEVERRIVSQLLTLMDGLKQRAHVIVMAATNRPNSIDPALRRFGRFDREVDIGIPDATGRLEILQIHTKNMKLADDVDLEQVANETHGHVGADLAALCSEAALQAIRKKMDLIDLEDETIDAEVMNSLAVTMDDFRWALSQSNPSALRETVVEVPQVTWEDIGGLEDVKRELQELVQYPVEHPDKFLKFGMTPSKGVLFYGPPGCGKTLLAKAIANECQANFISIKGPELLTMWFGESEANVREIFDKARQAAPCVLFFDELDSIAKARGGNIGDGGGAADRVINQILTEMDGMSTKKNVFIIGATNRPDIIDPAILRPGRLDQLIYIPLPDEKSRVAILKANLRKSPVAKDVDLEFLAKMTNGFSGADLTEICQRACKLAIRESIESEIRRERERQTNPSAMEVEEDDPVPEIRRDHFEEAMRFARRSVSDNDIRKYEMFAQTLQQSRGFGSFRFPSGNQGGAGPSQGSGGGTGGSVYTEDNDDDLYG
thrombin 1536: blocks human thrombin protease activity | P00734 | alpha-thrombin, Boc-VPR-AMC fluorogenic substrate cleavage | inhibition, % at 5 µM | 220,000 tested, 0.26% active | AID 1046;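 active = inhibition at or above 40%; inactive = inhibition below 40%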;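 also: 0% = enzyme with no compound and 100% = wells without enzyme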
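Material: Human alpha-thrombin protein | Buffer or medium: pH 7.5 Tris-saline with Tween 20 | Reagent: Boc-VPR-AMC substrate, 15 µM final | Schedule: Reaction at ambient temperature | Detection: AMC fluorescence at 355 nm excitation and 460 nm emission | Evaluation: Percent inhibition scaled between no-compound controls and no-enzyme blanks | Controls: no-compound enzyme wells and no-enzyme blanks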
FXIIa inh: inhibitors of human coagulation factor XIIa; P00748; purified FXIIa, Boc-QGR-AMC fluorogenic substrate, 2 h; inhibition, % at 5 µM; 220,000 tested, 0.3% active; AID 800; in the data active = inhibition above about 40%;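 also: 0% = enzyme with no compound and 100% = blank without enzyme; many of its hits are not listed in these tables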
PERK inhibitor: blocks human PERK kinase; CHO PERK-DD fusion, SEAP luminescence translation reporter; inhibition, % at 5.6 µM; Q9NZJ5; AID 1416; 220,000 tested, 0.17% active;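 active = inhibition above the mean inhibition of all tested compounds plus 3 SD, set separately per screening campaign, cut at about 2.9% in these data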;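 also: PERK kinase domain activated by AP20187 dimerizer at 100 nM; 0% = DMSO with dimerizer and 100% = rapamycin at 8.4 µM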
FXIa inh 1536: blocks human coagulation factor XIa protease activity; P03951; purified FXIa, Boc-Glu-Ala-Arg-AMC fluorogenic substrate; inhibition, % at 5 µM; 220,000 tested, 0.14% active;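 active = inhibition of at least 40%; inactive = inhibition below 40%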;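 also: fluorescence of freed AMC excited at 355 nm; 0% = enzyme without compound and 100% = no enzyme blank; many of its hits are not listed in these tables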
Wee1 stabilizer: human Wee1 degradation inhibition, primary screen; HeLa Luc-Wee1K328M stability, luciferase luminescence; 100% = proteasome inhibitor MG132 effect; reporter increase, % at 5 µM; P30291; 220,000 tested, 1.2% active;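 active = activation above the mean of all tested compounds plus 3 SD, set per screening run, cut at about 8.8% in these data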;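 also: cells exposed to compound for 20 h before luminescence read; 0% = DMSO alone and 100% = MG132 at 30 µM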
Starred values were filed as active, the others as inactive; . = no result given; [ ] = another dose, or the depositor's remark. Rows were taken by chance (roughly 4.4% active in at least one column).

SMILES	KCC2 mod	Furin inh	KLK5 inh	p97 ATPase inh	thrombin 1536	FXIIa inh	PERK inhibitor	FXIa inh 1536	Wee1 stabilizer
C[C@@H]1O[C@@H](OC[C@H]2O[C@@H](Oc3c(-c4ccc(O)c(O)c4)oc4cc(O)cc(O)c4c3=O)[C@H](O)[C@@H](O)[C@@H]2O)[C@H](O)[C@H](O)[C@H]1O	0.5	.	.	8	.	.	1.4	.	0
CCO[C@H]1OC(C(=O)Nc2ccccc2)=C[C@@H](c2ccc(C(F)(F)F)cc2)[C@@H]1CCCO	-0.31	-24	1	-2	-4	7	0.2	-1	-1
Cc1cc(C)c2c(CC(=O)N(CCC#N)Cc3cccnc3)coc2c1	-0.25	-21[20 µM]	-5	-2	0	15	-0.1	5	-2
COc1ccc(CNc2nc(NCc3ccc(OC)cc3)n(C(C)=O)n2)cc1	.	-1[20 µM]	-3	-7	-1	6	-1.6	-5	2
CC1=C(C(=O)NC(C)c2ccc3c(c2)OCCO3)C2(CCC(C)CC2)OC1=O (stereo unspecified)	-0.75	-8	-3	-3	1	4	-0.9	-7	1
CC1(C)C2CCC13CS(=O)(=O)NC3C2 (stereo unspecified)	-0.43	-14[20 µM]	-7	2	0	14	-0.1	3	0
COc1ccc2c(c1)c(CCN1C(=O)c3ccccc3C1=O)cn2C(=O)c1ccco1	0.023	-20	-6	-4	6	14	-0.4	3	0
C=CCn1c(SCC(=O)Nc2ccc3c(c2)OCO3)nc2ccccc2c1=O	0.54	-15[20 µM]	-10	0	7	14	-0.4	6	1
CC(C)CC(NC(=O)C1CCCN1C(=O)OC(C)(C)C)C(=O)NCC(N)=O (stereo unspecified)	-0.0028	-2	10	2	5	10	0.8	7	-3
O=C(CN1CCN(S(=O)(=O)c2ccc3ccccc3c2)CC1)Nc1ccc(N2CCOCC2)cc1	-0.077	-19	-3	7	-11	13	-0.6	6	-1
CCc1nccn1CCC(=O)N1CCc2c([nH]c3ccccc23)C1CC(C)C (stereo unspecified)	0.43	-18	3	2	3	10	-1.0	2	4
C/C(=N\NC(=O)CN(c1ccccc1)S(C)(=O)=O)c1ccccc1O	1.1	-18	-3	0	-7	.	0.8	-4	-1
COc1cccc(C(=O)N2CCN(c3ncccn3)CC2)c1	.	-26	17	5	-3	8	1.0	-5	2
COc1cc(NC(=S)NCc2ccco2)cc(OC)c1OC	0.15	-10	0	-2	-2	2	0.6	6	2
CCCC(=O)OCC(=O)Nc1ccc2c(c1)OCO2	-0.011	-24	-4	3	-12	3	1.4	-7	1
CCOC(=O)CN(C(=O)COc1nc(-c2ccccc2)cc(C)c1C#N)c1cccc(OC)c1	0.54	-11	-2	-1	-1	6	0.7	-7	-1
Nc1nc2n(n1)C(c1ccc(Cl)cc1)CC(c1ccc(F)cc1)N2 (stereo unspecified)	0.5	-24	-2	-4	-6	0	0.4	-7	-2
Cc1cccc(NCc2ccccc2OCc2ccccc2F)c1	-0.3	-13	0	8	-1	12	-0.4	5	3
O=c1[nH]nc(CNc2ccc(C(F)(F)F)cc2)c2ccccc12	0.41	-17	8	-6	-7	4	0.9	-3	1
CC1=C(C#N)C(NC(=O)C2CCCCC2)(C(F)(F)F)C(=O)N1 (stereo unspecified)	.	-3[20 µM]	-7	1	-4	2	0.9	1	2
Cc1cccc(NS(=O)(=O)c2ccc(NC(=O)CN(c3cc([N+](=O)[O-])ccc3C)S(C)(=O)=O)cc2)c1	0.033	-12	25	0	33	37	0.2	19	-3
COc1ccc(NC(=O)c2cccc(Cn3cc(Br)cn3)c2)cn1	-0.025	-16[20 µM]	-1	-6	-24	-6	-1.0	0	0
CC1CCCC(C(=O)O)N1C(=O)CCS (stereo unspecified)	-0.49	-22[20 µM]	-14	2	0	14	1.5	3	0
Cc1ccccc1N(C)C(=O)c1coc(=O)c2ccccc12	1.3	-27[20 µM]	0	1	1	14	0.7	3	-1
CCOC(=O)c1c(NC(=O)c2nn(CC)cc2Br)c(C#N)cn1-c1ccccc1	0.28	-12[20 µM]	-6	-5	-6	-5	-0.6	-12	0
CCc1ccc(N2CC(C(=O)N/N=C/c3cc([N+](=O)[O-])ccc3O)CC2=O)cc1 (stereo unspecified)	-2	-30	-12	6	-13	2	0.8	0	4
Cc1cc(C)cc(NC(=S)/C(=C(\[O-])c2ccc(Cl)cc2Cl)[n+]2ccc(C(C)(C)C)cc2)c1	.	-27	-2	0	-2	6	1.2	-3	-2
O=C(O)c1ccc(N/N=C/c2cccc3nccnc23)cc1	0.071	-19	3	4	-2	11	0.7	2	3
Cc1cc(=O)[nH]c(SCC(=O)Nc2cc(S(=O)(=O)N(C)C)ccc2Cl)n1	-0.67	-17	-2	3	-4	5	0.2	-2	0
N#C/C(=C\c1c(N2CCCCC2)nc2ccccn2c1=O)C(=O)NC1CCS(=O)(=O)C1 (stereo unspecified)	-0.033	8	-46	3	-23	-57	0.1	-9	1
Cc1ccc(Nc2c([N+](=O)[O-])c(=O)n(C)c3ccccc23)cc1C	.	-9[20 µM]	-10	-4	6	5	-0.9	-1	0
NC(=O)c1sc(-c2ccsc2)cc1NS(=O)(=O)c1ccc(C(F)(F)F)cc1	-5.4*	-19	-1	3	-3	2	1.4	-1	0
Fc1ccc(NC(=S)N2CCN(C/C=C/c3ccccc3)CC2)c(F)c1	-1.8	-14	-6	1	-3	3	0.8	-2	-1
Cc1cc(NC(=O)CSc2nc(C(C)C)nc3c2c(=O)n(C)c(=O)n3C)no1	.	-29	-7	3	-3	0	0.8	1	-1
COc1cc2[nH]c(=O)c(C(=O)NCCCN3CCCCC3)c(O)c2cc1OC	-0.23	-21[20 µM]	-14	5	2	12	-0.2	-1	7
Cc1ccc2c(CN3CCN(C(=O)c4ccco4)CC3)cc(=O)oc2c1C	-0.3	-25	-4	3	-11	2	0.9	-6	0
CCOc1ccc(-c2cc(C(=O)OC)nc3c2c(=O)n(C)c(=O)n3C)cc1	1.3	-74	-15	-2	1	-24	0.8	-14	-1
COc1cccc(/C=C(\C#N)C(=O)NC2CCS(=O)(=O)C2)c1 (stereo unspecified)	0.41	-7	-11	2	-8	12	0.9	7	5
COc1ccc(/C=C/C(=O)N(C(C)C)C(C)C)cc1Br	.	-7[20 µM]	-5	-3	-9	1	-0.6	3	0
Cc1ccc(NS(=O)(=O)c2cc(NC(=O)c3cc(=O)[nH]c(=O)[nH]3)ccc2Cl)c(C)c1	0.55	-2	3	1	2	10	-0.4	-1	3
Cc1ccc(S(=O)(=O)N[C@@H](C)C(=O)N2CCC(C(=O)N3CCC[C@H]3C(=O)O)CC2)cc1	0.055	-22[20 µM]	-3	7	0	6	2.4	0	0
O=C(/C=C/c1ccco1)N1CCN(S(=O)(=O)c2ccc(F)c(F)c2F)CC1	-0.24	-9	-13	2	6	6	-0.3	1	-3
Cc1ccccc1C(=O)NC(CC(C)C)C(=O)OCC(=O)c1c(N)n(C)c(=O)n(C)c1=O (stereo unspecified)	0.066	-24	-1	0	-4	4	1.4	4	-1
CCOC(=O)c1nn(-c2ccc(OCC)cc2)c2nc(-c3cccc(OC)c3)c(C#N)c(=O)n12	1.1	1	33	-5	30	9	0.3	11	0
COc1ccc([N+](=O)[O-])cc1NC(=O)CSc1nc(C)cc(C)n1	-0.46	-19	-27	5	-8	0	-0.6	-7	1
Cc1ccccc1N=Cc1cc2c(cc1[N+](=O)[O-])OCO2	-3.7	-10	-15	1	-5	17	0.6	9	1
CC(C)COC(=O)C1C2C=CC3(CN(C4CCCC4)C(=O)C13)O2 (stereo unspecified)	0.73	-32	-3	0	-6	5	0.4	-6	-2
CNC(=O)Nc1cc(C)nn1C	-0.065	-28	1	5	4	13	1.0	0	-2
COc1ccc(C(=O)NC(=S)Nc2ccccc2F)cc1	2.9	-4	-14	6	0	9	0.1	0	-2
Cc1cc(C(=O)N/N=C/c2cccc([N+](=O)[O-])c2)c2ccccc2n1	0.87	-5	-6	-6	-3	6	-0.6	7	-3

3 neighbouring entries already listed, quoted:
SMILES	KCC2 mod	Furin inh	KLK5 inh	p97 ATPase inh	thrombin 1536	FXIIa inh	PERK inhibitor	FXIa inh 1536	Wee1 stabilizer
Cc1ccc(S(=O)(=O)N[C@@H](C)C(=O)N2CCC(C(=O)N3CCC[C@H]3C(=O)O)CC2)cc1	0.055	-22[20 µM]	-3	7	0	6	2.4	0	0
O=C(/C=C/c1ccco1)N1CCN(S(=O)(=O)c2ccc(F)c(F)c2F)CC1	-0.24	-9	-13	2	6	6	-0.3	1	-3
Cc1ccccc1C(=O)NC(CC(C)C)C(=O)OCC(=O)c1c(N)n(C)c(=O)n(C)c1=O (stereo unspecified)	0.066	-24	-1	0	-4	4	1.4	4	-1

Continuation:
SMILES	KCC2 mod	Furin inh	KLK5 inh	p97 ATPase inh	thrombin 1536	FXIIa inh	PERK inhibitor	FXIa inh 1536	Wee1 stabilizer
Cc1ccc(S(=O)(=O)N2CCCCC2)cc1NC(=O)COC(=O)Cc1cccc(C(F)(F)F)c1	-0.012	-3	-2	-3	-2	13	-0.4	10	-2
CCn1c(=S)[nH]c2cc(C(=O)OC)ccc2c1=O	9.2*	-27[20 µM]	7	5	3	14	0.8	-17	-2
CCCCn1c(=O)[nH]c(=O)c2c1nc(-c1ccc(C)c([N+](=O)[O-])c1)n2CC	.	-18	-1	9	-7	3	1.3	1	-2
CC1=NN(c2ccccc2)C(=O)C1(C)[N+](=O)[O-] (stereo unspecified)	-0.03	-18	-15	0	-7	5	-1.1	1	-1
COC(=O)c1cc(NC(=O)CN2CCN(C(C)=O)CC2)cc(C(=O)OC)c1	-0.58	-17	5	2	-2	8	0.7	0	-2
CN(C)c1ccc(NC(=O)c2cccc(N3C(=O)CCC3=O)c2)cc1	-0.017	-20	0	1	2	12	1.1	5	8
CCOc1ccc(S(=O)(=O)n2cc(F)c(=O)[nH]c2=O)cc1	0.046	-19	-4	2	0	5	1.0	-3	-2
Cc1cc(Cl)c(OCCN2C(=O)NC(C)(C)C2=O)c(Br)c1	.	-18[20 µM]	-8	2	1	14	-0.9	6	5
CCC(C)NCCOCCSc1ccc(Cl)cc1 (stereo unspecified)	0.43	-18	4	2	2	17	0.3	-16	5
COc1cccc(/C=C2\SC(=S)N(N3CCOCC3)C2=O)c1OC	0.26	-18	-9	3	-6	3	0.9	-1	-1
CN1CC(c2ccccc2)C(c2ccc(Cl)cc2)=N1 (stereo unspecified)	0.35	-26	-17	1	-9	8	0.4	1	-1
N#CCSc1nnc(SCC#N)s1	-0.56	-23	0	6	-4	2	1.1	0	0
COC(=O)c1cc(C)sc1NC(=O)C1C2C=CC(CC2)C1C(=O)O (stereo unspecified)	1.7	-24	-6	2	-1	8	0.9	9	5
Cc1nn(-c2ccccc2)c(Cl)c1/C=N/NC(=O)c1cccnc1	0.019	3	-10	-3	-2	0	0.2	5	3
Oc1c(Br)cc(Br)cc1C=Nc1ccc2c(c1)OCO2	-0.51	-15	-23	0	-3	6	0.1	-1	-1
CN(C(=O)CSc1nnc(-c2ccncc2)n1C)C1CCS(=O)(=O)C1 (stereo unspecified)	-0.28	-22[20 µM]	-1	3	0	9	0.0	-2	-2
CCCCNC(=O)CN(C1CCCCC1)S(C)(=O)=O	-0.43	-14[20 µM]	-14	-1	-3	4	0.9	-12	0
O=C(/C=C/c1ccc2c(c1)OCO2)Nc1nc(-c2ccc(F)cc2)cs1	-2.5	-19	-8	-4	-9	3	-0.4	-7	-3
CCn1cc([N+](=O)[O-])c(C(=O)Nc2ccn(C34CC5CC(CC(C5)C3)C4)n2)n1	.	-17	-12	0	-1	10	-0.4	-1	-1
COc1ccc(NC(=O)CCSc2nnnn2C)cc1	0.56	-25	.	3	2	15	0.2	2	-1

Screening data deposited in PubChem by several laboratories.
